Assay outcomes from PubChem.
ROS inducer – raises reactive oxygen species in U2OS cancer cells. U2OS ROS induction, H2DCF-DA fluorescence. ROS induction (% of piperlongumine), % at 10 µM. 46,000 tested, 2% active; in the data active means ROS induction above about 79%, passing the limit was not always enough;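 further: 0% = DMSO vehicle median and 100% = reference compound median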
Starred values were filed as active, the others as inactive. Some of the compounds tested; the hit share may differ from the screen's.

| no. | Molecule | ROS inducer |
| --- | --- | --- |
| 1 | C[C@H](CO)N1C[C@H](C)[C@H](CN(C)C(=O)Nc2cccc3ccccc23)Oc2c(NS(=O)(=O)c3ccccc3)cccc2C1=O | -12 |
| 2 | Cc1ccc(F)c(NC(=O)CSc2nnnn2-c2ccccc2)c1 | -2 |
| 3 | C[C@H](CO)N1C[C@H](C)[C@H](CN(C)CC2CCCCC2)Oc2ccc(NC(=O)Cc3ccccc3)cc2CC1=O | -3 |
| 4 | C[C@H]1CN([C@@H](C)CO)C(=O)Cc2cc(NC(=O)Nc3ccc4c(c3)OCO4)ccc2O[C@H]1CN(C)Cc1ccncc1 | 8 |
| 5 | c1ccc(CNc2ncnc3nc[nH]c23)cc1 | 4 |
| 6 | O=C(CCCN1CCN(c2ccccn2)CC1)c1ccc(F)cc1 | 37 |
| 7 | O=C(CCc1ccc(O)cc1)c1c(O)cc(O[C@@H]2O[C@H](CO)[C@@H](O)[C@H](O)[C@H]2O)cc1O | -4 |
| 8 | COc1ccc(S(=O)(=O)N(C)C[C@H]2Oc3ccc(NS(=O)(=O)c4cn(C)cn4)cc3C(=O)N([C@H](C)CO)C[C@@H]2C)cc1 | -2 |
| 9 | O=C(/C=C/S(=O)(=O)c1ccc(Cl)cc1)c1ccc(F)cc1 | 6 |
| 10 | COCCOC(=O)N1C(=O)[C@@]2(c3cc(C#CCNC(N)=O)ccc31)[C@H](C(N)=O)[C@H]1C(=O)O[C@H](c3ccccc3)[C@H](c3ccccc3)N1[C@@H]2c1ccccc1OCCO | 17 |
| 11 | O=C(CSC1CC(=O)N(c2ccccc2F)C1=O)Nc1ccc(Cl)cc1 (configuration not stated) | -6 |
| 12 | Cc1ccc(S(=O)(=O)N(C)C[C@@H]2Oc3c(NC(=O)C4CCOCC4)cccc3C(=O)N([C@@H](C)CO)C[C@@H]2C)cc1 | -15 |
| 13 | CC(Oc1ccc(Cl)cc1Cl)C(=O)Nc1cccc(NC(=O)c2ccc(Cl)cc2Cl)c1 (configuration not stated) | -6 |
| 14 | CNC[C@H]1Oc2ccc(NC(=O)Nc3c(C)noc3C)cc2C(=O)N([C@@H](C)CO)C[C@H]1C | -8 |
| 15 | Cc1csc(Nc2ccc(F)c(Cl)c2)[n+]1C(C)C | -3 |
| 16 | C[C@@H]1CN([C@@H](C)CO)C(=O)c2cccc(N(C)C)c2O[C@@H]1CN(C)S(=O)(=O)c1ccc(F)cc1 | -5 |
| 17 | Cc1ccc(S(=O)(=O)Nc2ccc3c(c2)C(=O)N([C@@H](C)CO)C[C@H](C)[C@@H](CN(C)Cc2ccc(C(=O)O)cc2)O3)cc1 | -1 |
| 18 | C[C@H]1CN([C@@H](C)CO)C(=O)c2cc(NC(=O)C3CC3)ccc2O[C@H]1CN(C)C(=O)NC1CCCCC1 | -6 |
| 19 | Cc1noc(C)c1S(=O)(=O)Nc1ccc2c(c1)C(=O)N([C@H](C)CO)C[C@@H](C)[C@@H](CN(C)S(=O)(=O)c1ccccc1)O2 | -8 |
| 20 | COc1ccc(-c2c(C)nn3c(N4CCC(C)CC4)cc(C)nc23)cc1OC | 93* |
| 21 | COc1ccc(CN(C)C[C@@H]2Oc3ccc(NS(=O)(=O)c4c(C)noc4C)cc3C(=O)N([C@H](C)CO)C[C@H]2C)cc1 | -20 |
| 22 | Cc1ccc(S(=O)(=O)N(C)C[C@@H]2Oc3ccc(NC(=O)CCCCCC(=O)Nc4ccccc4N)cc3C(=O)N([C@H](C)CO)C[C@H]2C)cc1 | 40 |
| 23 | CC(NS(=O)(=O)c1ccccc1)C(=O)Nc1ccc(I)cc1 (configuration not stated) | 0 |
| 24 | C[C@@H]1CN([C@@H](C)CO)C(=O)c2cc(NC(=O)Cc3cn(C)c4ccccc34)ccc2O[C@@H]1CN(C)C | -4 |
| 25 | COc1ccc(NC(=O)Nc2ccc3c(c2)CC(=O)N([C@@H](C)CO)C[C@H](C)[C@@H](CN(C)S(=O)(=O)c2ccc(Cl)cc2)O3)cc1 | 17 |
| 26 | CCCc1ccc(-c2c(C)sc(N)c2C#N)cc1 | -13 |
| 27 | COC(=O)NCCOc1nc(N(C)C)nc(N(C)C)n1 | -18 |
| 28 | CCCCc1c(-c2ccc(O)cc2)[nH]c2nccnc12 | 4 |
| 29 | CN1CCc2cccc3c2[C@H]1Cc1ccc(O)c(O)c1-3 | 0 |
| 30 | C[C@H]1CN([C@@H](C)CO)C(=O)c2cc(N(C)C)ccc2O[C@@H]1CN(C)C(=O)Nc1ccc(F)cc1 | 12 |
| 31 | C[C@H]1CN([C@@H](C)CO)C(=O)CCCn2nncc2CO[C@H]1CN(C)S(=O)(=O)c1cccc(F)c1 | -6 |
| 32 | O=C(CSc1ncnc2sc3c(c12)CCCC3)N1CCC(c2noc3ccc(F)cc23)CC1 | 34 |
| 33 | C[C@H]1CN([C@@H](C)CO)C(=O)c2cc(NC(=O)NC3CCCCC3)ccc2O[C@@H]1CN(C)C(=O)Nc1ccccc1 | -3 |
| 34 | CCOC(=O)c1c(/N=C/c2c(O)n(C)c3ccccc23)sc(C)c1C | 18 |
| 35 | COc1ccc(CN(C)C[C@@H]2Oc3ccc(NC(=O)Cc4cn(C)c5ccccc45)cc3C(=O)N([C@H](C)CO)C[C@H]2C)cc1 | 18 |
| 36 | Cc1c(NC(=O)COc2ccc(C(C)C)cc2)cccc1C(=O)O | 58 |
| 37 | Cc1ccccc1-c1noc(CCC(=O)Nc2cccc(C)c2C)n1 | -9 |
| 38 | C[C@@H]1O[C@@H](Oc2cc(O)c3c(=O)c(O[C@@H]4O[C@@H](C)[C@H](O)[C@@H](O)[C@H]4O)c(-c4ccc(O)cc4)oc3c2)[C@H](O)[C@H](O)[C@H]1O | -4 |
| 39 | Cc1ccc(S(=O)(=O)N(C)C[C@H]2OCCCC[C@@H](C)Oc3ccc(NS(=O)(=O)c4cn(C)cn4)cc3C(=O)N([C@H](C)CO)C[C@@H]2C)cc1 | -7 |
| 40 | C[C@@H]1CN([C@@H](C)CO)C(=O)c2cccc(NS(=O)(=O)c3ccc(Cl)cc3)c2O[C@@H]1CN(C)Cc1ccncc1 | 45 |
| 41 | C[C@@H]1CCCCO[C@H](CN(C)C(=O)Nc2cccc3ccccc23)[C@@H](C)CN([C@H](C)CO)C(=O)c2cc(NS(=O)(=O)c3ccc(F)cc3)ccc2O1 | 54 |
| 42 | COC(=O)C1=C(C)NC(C)=C(C(=O)OC)C1C | -6 |
| 43 | C[C@@H]1CN([C@H](C)CO)C(=O)c2cc(NC(=O)Nc3ccc4c(c3)OCO4)ccc2O[C@H]1CN(C)C | -9 |
| 44 | Cc1noc(C)c1NC(=O)Nc1cccc2c1O[C@H](CN(C)S(=O)(=O)c1ccc(F)cc1)[C@@H](C)CN([C@@H](C)CO)C2=O | -2 |
| 45 | COCCOC(=O)N1C(=O)[C@@]2(c3ccccc31)[C@H](C(=O)N1CCN(c3ncccn3)CC1)[C@H]1C(=O)O[C@H](c3ccccc3)[C@H](c3ccccc3)N1[C@@H]2c1ccc(O)cc1 | 75 |

Quoted at random: 2 records from the list
| no. | Molecule | ROS inducer |
| --- | --- | --- |
| 42 | COC(=O)C1=C(C)NC(C)=C(C(=O)OC)C1C | -6 |
| 32 | O=C(CSc1ncnc2sc3c(c12)CCCC3)N1CCC(c2noc3ccc(F)cc23)CC1 | 34 |

(continued)
| no. | Molecule | ROS inducer |
| --- | --- | --- |
| 46 | C[C@H]1CN([C@@H](C)CO)C(=O)Cc2cc(NC(=O)CCC(F)(F)F)ccc2O[C@@H]1CN(C)S(=O)(=O)c1ccc(Cl)cc1 | -9 |
| 47 | C[C@H]1CN([C@@H](C)CO)C(=O)c2cc(NC(=O)Cc3cn(C)c4ccccc34)ccc2O[C@H]1CN(C)Cc1ccc(Cl)c(Cl)c1 | 5 |
| 48 | C[C@H]1CN([C@@H](C)CO)C(=O)c2cc(NS(=O)(=O)c3cn(C)cn3)ccc2O[C@H]1CN(C)C | -8 |
| 49 | CSc1nc(N)nc(SCC(=O)Nc2ccccc2)c1C#N | 9 |
| 50 | CC(=O)C(C#N)C(=O)Nc1ccc(OC(F)(F)F)cc1 (configuration not stated) | 2 |
| 51 | Cc1noc(C)c1S(=O)(=O)Nc1cccc2c1O[C@@H](CN(C)S(C)(=O)=O)[C@@H](C)CN([C@@H](C)CO)C2=O | -2 |
| 52 | Cc1cc(C(F)(F)F)nc2sc(C(=O)Nc3ccc(C(N)=O)cc3)c(N)c12 | 34 |
| 53 | C[C@H](CO)N1C[C@H](C)[C@@H](CN(C)C(=O)Cc2ccccc2)OCc2cnnn2CCCC1=O | 1 |
| 54 | Cc1noc(C)c1S(=O)(=O)Nc1ccc2c(c1)C(=O)N([C@@H](C)CO)C[C@@H](C)[C@@H](CN(C)C(=O)Nc1ccc(C(F)(F)F)cc1)O2 | 5 |
| 55 | Cc1noc(C)c1S(=O)(=O)N(C)C[C@H]1Oc2ccc(NS(=O)(=O)c3cn(C)cn3)cc2CC(=O)N([C@@H](C)CO)C[C@@H]1C | -2 |
| 56 | C[C@H](CO)N1C[C@H](C)[C@H](CN(C)Cc2ccc(Oc3ccccc3)cc2)Oc2ccc(NC(=O)Nc3ccc4c(c3)OCO4)cc2C1=O | -12 |
| 57 | Cn1c(COc2ccc(C(C)(C)c3ccccc3)cc2)n[nH]c1=S | -9 |
| 58 | C[C@H](CO)N1C[C@H](C)[C@H](CN(C)C(=O)Nc2cccc3ccccc23)Oc2ccc(NC(=O)C3CCCCC3)cc2CC1=O | -8 |
| 59 | NC(=O)c1ccccc1NC(=O)COc1cccc2ccccc12 | 0 |
| 60 | Cc1ccc(S(=O)(=O)Nc2ccc3c(c2)CC(=O)N([C@@H](C)CO)C[C@H](C)[C@H](CN(C)Cc2ccc(C(=O)O)cc2)O3)cc1 | 4 |
| 61 | CC(C)NC(=O)Nc1cccc2c1O[C@H](CN(C)Cc1ccccc1)[C@H](C)CN([C@H](C)CO)C2=O | -5 |
| 62 | O=C(CSc1nnnn1-c1ccccc1)Nc1cccc2nsnc12 | -7 |
| 63 | COC(=O)CN1C(=O)CSc2ncccc21 | -3 |
| 64 | C[C@@H]1CN([C@@H](C)CO)C(=O)c2cc(NC(=O)Nc3ccc(C(F)(F)F)cc3)ccc2O[C@H]1CN(C)C | -10 |

In the list so far, 16 have fluorine.
| no. | Molecule | ROS inducer |
| --- | --- | --- |
| 2 | Cc1ccc(F)c(NC(=O)CSc2nnnn2-c2ccccc2)c1 | -2 |
| 6 | O=C(CCCN1CCN(c2ccccn2)CC1)c1ccc(F)cc1 | 37 |
| 9 | O=C(/C=C/S(=O)(=O)c1ccc(Cl)cc1)c1ccc(F)cc1 | 6 |
| 11 | O=C(CSC1CC(=O)N(c2ccccc2F)C1=O)Nc1ccc(Cl)cc1 (configuration not stated) | -6 |
| 15 | Cc1csc(Nc2ccc(F)c(Cl)c2)[n+]1C(C)C | -3 |
| 16 | C[C@@H]1CN([C@@H](C)CO)C(=O)c2cccc(N(C)C)c2O[C@@H]1CN(C)S(=O)(=O)c1ccc(F)cc1 | -5 |
| 30 | C[C@H]1CN([C@@H](C)CO)C(=O)c2cc(N(C)C)ccc2O[C@@H]1CN(C)C(=O)Nc1ccc(F)cc1 | 12 |
| 31 | C[C@H]1CN([C@@H](C)CO)C(=O)CCCn2nncc2CO[C@H]1CN(C)S(=O)(=O)c1cccc(F)c1 | -6 |
| 32 | O=C(CSc1ncnc2sc3c(c12)CCCC3)N1CCC(c2noc3ccc(F)cc23)CC1 | 34 |
| 41 | C[C@@H]1CCCCO[C@H](CN(C)C(=O)Nc2cccc3ccccc23)[C@@H](C)CN([C@H](C)CO)C(=O)c2cc(NS(=O)(=O)c3ccc(F)cc3)ccc2O1 | 54 |
| 44 | Cc1noc(C)c1NC(=O)Nc1cccc2c1O[C@H](CN(C)S(=O)(=O)c1ccc(F)cc1)[C@@H](C)CN([C@@H](C)CO)C2=O | -2 |
| 46 | C[C@H]1CN([C@@H](C)CO)C(=O)Cc2cc(NC(=O)CCC(F)(F)F)ccc2O[C@@H]1CN(C)S(=O)(=O)c1ccc(Cl)cc1 | -9 |
| 50 | CC(=O)C(C#N)C(=O)Nc1ccc(OC(F)(F)F)cc1 (configuration not stated) | 2 |
| 52 | Cc1cc(C(F)(F)F)nc2sc(C(=O)Nc3ccc(C(N)=O)cc3)c(N)c12 | 34 |
| 54 | Cc1noc(C)c1S(=O)(=O)Nc1ccc2c(c1)C(=O)N([C@@H](C)CO)C[C@@H](C)[C@@H](CN(C)C(=O)Nc1ccc(C(F)(F)F)cc1)O2 | 5 |
| 64 | C[C@@H]1CN([C@@H](C)CO)C(=O)c2cc(NC(=O)Nc3ccc(C(F)(F)F)cc3)ccc2O[C@H]1CN(C)C | -10 |
